SIRT5 block = blocks human SIRT5 desuccinylation of peptide | Q9NXA8 | Purified SirT5, succinyl-peptide AMC, trypsin-coupled fluorescence | inhibition, % at 15 µM | actives 1.1% (n = 330,000); in the data active means inhibition above about 15%
Target sequence (Q9NXA8 whole entry, looked up): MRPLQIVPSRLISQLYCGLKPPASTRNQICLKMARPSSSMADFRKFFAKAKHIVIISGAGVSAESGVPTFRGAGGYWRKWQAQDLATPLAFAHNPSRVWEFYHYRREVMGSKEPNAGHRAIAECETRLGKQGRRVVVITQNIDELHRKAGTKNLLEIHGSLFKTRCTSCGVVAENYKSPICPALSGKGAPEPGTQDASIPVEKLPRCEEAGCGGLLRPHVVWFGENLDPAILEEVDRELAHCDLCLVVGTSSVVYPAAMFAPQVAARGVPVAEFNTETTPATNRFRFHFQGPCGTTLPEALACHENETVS
Cneo AK release = Cryptococcus neoformans lysis via adenylate kinase release | C. neoformans lysis, adenylate kinase release luminescence, 4 h; normalised: neutral wells 0, clomiphene wells 100 | lysis activity, % at 15 µM | actives 0.2% (n = 360,000) | AID 651654;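 active means mean lysis activity across replicates of at least 80%, whatever share of replicates individually reach that level; inactive means mean lysis activity below 80%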
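Material: C. neoformans cells | Amount: Yeast cell density of 5 × 10^6 cells/mL | Medium: Fresh YPD growth medium | Dosing: Single dose | Times: Static 4 h at 37 °C with compound, 1 h detection | Detection: AK luminescence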
Statin myotox sup = protects C2C12 myotubes from simvastatin toxicity | ATP luminescence, 48 h; scaled: DMSO 0, geranylgeraniol control 100 | rescue of ATP level, % at 7.49 µM | actives 0.78% (n = 330,000);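 active means mean ATP rescue above about 67%, or every replicate alone reaching that limit, limit read from the data, passing the limit was not always enough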;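 further: myotubes were challenged with 10 µM simvastatin during compound exposure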
ARNT TACC3 PPI = ARNT/TACC3 interaction disruption. Q9Y6A5. AlphaScreen His-ARNT PAS-B/GST-TACC3 binding, luminescence; TACC3 fragment carries E629A point mutation. inhibition, % at 9.99 µM. actives 0.66% (n = 390,000);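 active means mean inhibition of replicates at least 50% and at least half of replicates each reaching 50%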;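 further: 0% = complete ARNT plus TACC3 wells and 100% = ARNT alone without TACC3; many hits fall short of the cut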
miR122 inh = inhibitors of miR-122 in Huh7 cells. Huh7 miR-122 Renilla luciferase sensor, 48 h; neutral wells = 0, positive control = 100. activation (reporter increase), % at 12.5 µM. actives 0.3% (n = 340,000);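 active means mean replicate activation score at least 90 and every replicate individually at or above 90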;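 further: higher luciferase means less miR-122 activity so hits act as miR-122 inhibitors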
ERp5 block = blocks human ERp5 reductase activity on insulin | ERp5 insulin aggregation, absorbance 650 nm, 90 min | inhibition, % at 9.99 µM | actives 0.05% (n = 350,000);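 active means mean replicate inhibition above about 25%, with every replicate also reaching it, limit read from the data, passing the limit was not always enough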
Target sequence (Q15084 whole entry, looked up): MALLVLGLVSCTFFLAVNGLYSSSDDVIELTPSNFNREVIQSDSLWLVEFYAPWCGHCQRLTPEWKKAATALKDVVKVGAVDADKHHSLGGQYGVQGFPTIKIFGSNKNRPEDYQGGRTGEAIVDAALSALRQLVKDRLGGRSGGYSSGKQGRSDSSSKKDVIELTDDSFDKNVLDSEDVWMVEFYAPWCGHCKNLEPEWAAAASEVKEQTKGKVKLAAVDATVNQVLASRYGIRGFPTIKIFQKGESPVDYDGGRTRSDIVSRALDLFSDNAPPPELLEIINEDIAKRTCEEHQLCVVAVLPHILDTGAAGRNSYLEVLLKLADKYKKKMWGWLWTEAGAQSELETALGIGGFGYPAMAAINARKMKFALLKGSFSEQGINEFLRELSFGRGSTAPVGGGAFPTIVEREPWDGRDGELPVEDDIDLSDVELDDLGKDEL
esBAF inh = blocks esBAF chromatin remodeling in mouse ES cells; Bmi1-luciferase knock-in reporter, 24 h; 100% = twice the neutral-well signal; reporter increase, % at 12.5 µM; actives 2% (n = 350,000); AID 602393; in the data active means activation above about 40%;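 further: 0% = median of the plate's neutral control wells and 100% = double that signal; a rise in the Bmi1 reporter signal indicates esBAF inhibition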
Numbers without * were called inactive; . = no result given; & = joins results of further samples; [ ] = remark or other dose.

SMILES | SIRT5 block | Cneo AK release | Statin myotox sup | ARNT TACC3 PPI | miR122 inh | ERp5 block | esBAF inh
O=S(=O)(Nc1ccc(S(=O)(=O)N2CCCC2)cc1)c1ccc(F)cc1 | -8 | 3 | -3 | -7 | -1 | 6 | -2
Cc1ccc(C(=O)NNC(=O)C2CSC3(C)CCC(=O)N23)cc1 (configuration not stated) | 7 | . | 11 | -8 | . | 2 | 3
C[C@H]1CN([C@@H](C)CO)C(=O)c2cc(/C=C/c3ccccc3)cnc2O[C@H]1CN(C)C(=O)Cc1cccnc1 | -24 | -8 | 1 | 1 | -7[16.7 µM] | -1 | -5
C[C@@H]1CN([C@@H](C)CO)C(=O)c2cc(-c3ccccc3)cnc2O[C@@H]1CN(C)Cc1cccnc1 | -1 | 4 | -16 | -4 | -7[16.7 µM] | 6 | -1
O=c1[nH]c(SCc2ccc(Cl)cc2)nc2c1CCC2 | . | 4 | 32 | -4 | 7 | . | 2
CCOc1ccc(CN(C)C(=O)CNC(=O)c2ccc3ccccc3c2)cc1OC | 2 | 2 | -2 | 4 | 1 | -1 | -4
c1ccc2c(c1)CCN(c1ncnc3c1[nH]c1ccccc13)C2 | . | -4 | 2 | 4 | -7 | . | -28
Cc1ccc(S(=O)(=O)N(C)C[C@H]2Oc3c(NC(=O)Nc4c(C)noc4C)cccc3C(=O)N([C@@H](C)CO)C[C@@H]2C)cc1 | -7 | -1 | 6 | -13 | 2[16.7 µM] | -6 | 3
COc1ccc(C(=O)/C=C/Nc2cccc(C)n2)cc1OC | . | 0 | -4 | 4 | . | . | 47*
CCOC(=O)CSc1ncc(OC)c(Sc2ccc(OC)cc2)n1 | . | 7 | 1 | -12 | -7 | . | -9
CCOC(=O)C(NC(=O)Nc1ncccn1)(Oc1ccccc1)C(F)(F)F (configuration not stated) | . | 0 | -3 | -4 | -9 | . | -15
CC1CCCCC1NC(=O)CN1C(=O)NC(C)(c2cccc(Br)c2)C1=O (configuration not stated) | -3 | 0 | 5 | 5 | 2 | 0 | -7
CN(C(=O)COC(=O)c1ccccc1C(=O)N1CCN(c2ccccc2)CC1)c1ccccc1 | -9 | 2 | 9 | 8 | 10 | 4 | 7
CCN(CC)c1ccc(C(=O)N/N=C/c2ccc(N3CCOCC3)cc2)cc1 | -2 | . | . | -1 | . | -3 | .
COc1ccc(NC(=O)CN2C(=O)NC(C)(c3ccc(C)cc3)C2=O)cn1 (configuration not stated) | 0 | 1 | -1 | 1 | 4 | -8 | -1
COCCn1nnnc1SCC(=O)N1CCCCC1 | . | 4 | 7 | -18 | -3 | . | -12
O=C(COc1ccc2c(c1)OCO2)Nc1cccc(F)c1 | -4 | . | 3 | 1 | -2 | 0 | 29
C[C@@H]1CN([C@@H](C)CO)C(=O)c2cc(NC(=O)CCCN(C)C)ccc2O[C@@H]1CN(C)Cc1ccc(C(F)(F)F)cc1 | -4 | 1 | -3 | -2 | -9[16.7 µM] | 0 | 2
CCOC(=O)c1c(CN2CCCCC2)n(C)c2cc(Br)c(OC)cc12 | . | -2 | -5 | -5 | -2 | . | 2
Cc1ccc(CNC(=O)c2cc(-c3ccccc3)nn2CC2CC(c3cccc([N+](=O)[O-])c3)=NO2)cc1 (configuration not stated) | . | -5 | -5 | 2 | . | 3 | -3
COc1ccc(CNc2ccc(Br)cc2)cc1 | -3 | . | . | -8 | -24 | -3 | .
O=C(O)C[C@H]1C=C[C@H](NC(=O)Nc2cc(F)ccc2F)[C@H](CO)O1 | 3 | -3 | 3 | -16 | . | -3 | -2
CCSc1ccccc1C(=O)N1CCN(Cc2ccc3c(c2)OCO3)CC1 | . | 1 | 6 | 17 | -1 | . | -4
CN(C)Cc1cn(CC[C@H]2CC[C@@H](NC(=O)Nc3ccccc3F)[C@@H](CO)O2)nn1 | 18* | 5 | -4 | -2 | . | 1 | -2
CN(C)Cc1cn(CC[C@@H]2CC[C@H](N)[C@H](CO)O2)nn1 | 21* | -8 | 15 | -8 | 1[16.7 µM] | -4 | 2
Next section.
SMILES | SIRT5 block | Cneo AK release | Statin myotox sup | ARNT TACC3 PPI | miR122 inh | ERp5 block | esBAF inh
Cc1nn(-c2ccccc2)c(N2CCCC2)c1/C=N/O | 1 | 1 | -53 | 0 | 1 | 4 | -10
CC(=O)c1ccc(NC(=O)CSc2nnc(C3CC3)n2C2CC2)cc1 | -5 | -1 | -1 | -1 | -10 | 1 | -4
CCOC(=O)N(C)C[C@H]1OCc2cnnn2CCCC(=O)N([C@H](C)CO)C[C@@H]1C | -2&0&1 | 2&-2 | 9&-1 | -7&-6 | 3&0[16.7 µM] | -2&2&-1 | 1&-3
CN(Cc1ccccc1)C1(CNC(=O)CCC(F)(F)F)Cc2ccccc2C1 | -1 | 1 | 2 | -3 | 6 | 3 | -9
N#Cc1c(N)nc2c3c(sc(=N)c2c1N)NC(=O)CC3c1c(F)cccc1Cl (configuration not stated) | . | -1 | 2 | 2 | -1 | . | 2
Clc1ccc(N2CCN(c3ccnc(Cl)n3)CC2)cc1 | -4 | . | . | 4 | . | 4 | .
CCc1nnc(SCCSc2nnc(CC)n2N)n1N | . | -1 | -6 | -4 | -4 | . | -8
CCCc1cc(=O)oc2c(CN3CCN(C)CC3)c(O)ccc12 | -114 | -1 | 3 | 0 | 0 | 1 | 7
CCN(C[C@@H]1[C@@H](c2ccccc2)[C@H](CO)N1CC1CCCC1)C(C)=O | -8 | 7 | 5 | -9 | -7[16.7 µM] | -3 | 2
CC=Cc1ccc2n(c1=O)C[C@@H]1[C@@H](CO)[C@H](C(=O)N3CCOCC3)N(Cc3ccccc3OC)[C@H]21 (mixture of isomers) | -2 | -2 | -6 | 1 | . | -7 | 0
O=C(O)CCC(=O)Nc1ccc(/C=C/C(=O)C2CC2)cc1 | -3 | . | . | -4 | . | -9 | .
COc1ccccc1CNC(=O)C1CCC(CNS(=O)(=O)c2ccccc2)CC1 (configuration not stated) | -2 | 0 | 0 | -7 | 5 | 3 | 2
C[C@H](NC(=O)Nc1ccccc1F)C(=O)O | . | 0 | -6 | -4 | 4 | . | 17
CC1CN(C(C)C)C(C)CC1OC(=O)c1ccccc1 (configuration not stated) | -1 | 2 | 12 | 33 | -3 | 0 | 2
OC1(c2ccccc2F)CCN(Cc2nnc(-c3ccccc3)o2)CC1 | . | 0 | 15 | . | -2 | . | 7
Cc1onc(-c2c(Cl)cccc2Cl)c1C(=O)c1ccccc1 | 0 | -1 | -21 | -5 | 5 | 3 | -10
Cc1ccc(NC(=O)CN(C)CC(=O)Nc2ccc(F)c(Cl)c2)cc1 | -2 | 4 | -2 | -5 | 3 | 0 | 3
CCOc1cccc(CN2CCN(CCc3ccccc3)C(CCO)C2)c1O (configuration not stated) | 5 | . | . | 0 | . | 1 | .
CCNC(=S)NS(=O)(=O)c1ccc(Cl)cc1 | . | -7 | 7 | . | -7 | . | 3
CNC(=S)SCCOc1ccccc1C | -2 | 8 | . | 0 | -5 | 11 | .
CCc1c(C)nc2ncnn2c1Nc1ccc(C)c(C)c1 | . | 0 | 32 | 0 | -2 | . | 5
Nc1cc(=O)nc(SCC(=O)Nc2ccccc2)n1-c1ccccc1 | -1 | . | . | -16 | . | -2 | .
CSCCC(NC(=O)c1ccccc1Cl)C(=O)N1CCCC(C)C1 (configuration not stated) | -3 | 5 | 3 | 37 | -5 | -6 | -1
NNC(=O)c1c(O)c2cccc3c2n(c1=O)CCC3 | -6 | -5 | 7 | 10 | 0 | 1 | -19
Cc1cc(C)c2c(c1)N[C@H](c1cccs1)[C@@H]1CCO[C@H]21 | 0 | -2 | -11 | 3 | -1 | 20 | 11
(further entries)
SMILES | SIRT5 block | Cneo AK release | Statin myotox sup | ARNT TACC3 PPI | miR122 inh | ERp5 block | esBAF inh
CCCCCCOc1ccc(OC(=O)c2ccncc2)cc1 | -4 | 7 | . | . | 1 | 9 | .
Cc1ccc(NC(=O)c2ccc3ccccc3n2)nc1 | . | -5 | -14 | -8 | 6 | . | 22
COc1ccc(OCC(=O)NC(CC(=O)O)c2ccc(OC)c(OC)c2)cc1 (configuration not stated) | -2 | 8 | . | 3 | -3 | -7 | .
C#CCOCCOCCOCCNc1nc(N2CCN(C(=O)[C@H]([C@@H](C)O)n3cc(CCCCN)nn3)CC2)nc(N2CCN(C(=O)[C@H](C)n3cc(CCCN=C(N)N)nn3)CC2)n1 | -11 | 0 | -8 | 0 | -5 | -1 | -2
Cc1ccc(C(=O)N2CCCC2)c(F)c1F | . | . | 16 | -5 | 22 | . | -6
CC(C)C#Cc1ccc([C@@H]2[C@@H](C#N)N(C(=O)C3CCOCC3)[C@H]2CO)cc1 | 4 | 5 | -12 | -10 | . | 10 | 6
C[C@H](CO)N1C[C@H](C)[C@H](CN(C)CC2CCCCC2)Oc2ccc(NS(=O)(=O)c3ccc(Cl)cc3)cc2CC1=O | 29* | -4 | -37 | 11 | -4[16.7 µM] | 2 | 0
CCC(=O)Nc1cccc(NC(=O)c2ccc3c(c2)OCCO3)c1 | . | -3 | 10 | 3 | -6 | . | 72*
COc1ccc(-c2ccc3c(c2)[C@@H]2[C@@H](CCN2C(=O)Cc2ccccc2)[C@@H](CO)N3C)cc1 | . | -5 | 52 | 0 | 13[16.7 µM] | . | 15
CN(C)S(=O)(=O)c1ccc(Cl)c(C(=O)Nc2ccc(S(=O)(=O)N3CCOCC3)cc2)c1 | -2 | 4 | 2 | 0 | -4 | -1 | 8
CCN(c1ccccc1)S(=O)(=O)c1ccc(C(=O)Nc2nnc(COC)o2)cc1 | . | -1 | -16 | 33 | -2 | . | -15
CCN1[C@@H]2c3ccc(-c4ccc(C(=O)N(C)C)cc4)c(=O)n3C[C@@H]2[C@@H](CO)[C@@H]1C(=O)NCCOC | -2 | 0 | -4 | -8 | -5[16.7 µM] | -2 | -1
C[C@H]1CC[C@@]2(O[C@H](CCO)C[C@@H](O)[C@@H]2O)O1 | . | 1 | -6 | -2 | -2 | -2 | -3
CC(C)Cc1cc(-c2ccco2)c(C#N)c(N)n1 | . | -1 | -1 | 1 | -25 | . | -9
CCCCOP(=O)(c1ccc(N(C)C)cc1)C(O)c1c(Cl)cccc1Cl (configuration not stated) | -1 | -6 | -16 | -13 | 34 | -15 | -3
O=C(NCCc1ccccc1)/C(=C\c1ccc([N+](=O)[O-])cc1)NC(=O)c1ccco1 | 0 | 2 | . | 4 | 10 | 1 | .
COc1ccc(S(=O)(=O)N(C)C)cc1NC(=O)COC(=O)c1n[nH]c2ccccc12 | 0 | 15 | 12 | . | -10 | 1 | 1
CCN(CC)S(=O)(=O)c1ccc(/C=C/C(=O)OCC(=O)NCc2ccco2)cc1 | 2 | -1 | 3 | -3 | . | -13 | -1
CC(=O)NCCn1c(SCc2ccc(C)cc2C)nc2ccccc2c1=O | . | 1 | 5 | -7 | -1 | . | 4
CNc1nc(Sc2ccccc2)cc(C(F)(F)F)n1 | -1 | 2 | 0 | -6 | -2 | 2 | 1
COc1cc(/C(C)=N/N2CCN(c3ccccc3OC)CC2)ccc1O | 2 | -1 | 2 | 4 | 2 | 3 | 10
Cc1cc(F)ccc1NCc1cc2c(cc1[N+](=O)[O-])OCO2 | . | -2 | 7 | 10 | 0 | . | -5
